# Screening results from PubChem.
# M1 ag parental: M1 agonist counterscreen hit in parental CHO-K1 cells; 360,000 compounds, 0.48% hits; activation, % at 3 µM; Fluo-8 calcium fluorescence; scaled to maximal ATP response, vehicle zero; in the data active = activation above about 15%;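 also: untransfected CHO-K1 host cells lacking M1 receptor as counterscreen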
# OXTR potentiate: potentiators of human oxytocin receptor; CHO-OTR cells, Fluo-8 calcium fluorescence, potentiator mode; 0% = oxytocin EC15, 100% = EC100; P30559; activation, % at 3 µM; 320,000 compounds, 0.061% hits;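 active = activation above that plate's cutoff, the mean activation of tested compounds plus 3 SD, cut at about 6.6% in these data, passing the limit was not always enough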;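 also: 100% uses oxytocin at 75 nM as the full agonist control; some results filed as inactive read as strong as hits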
# Target sequence (P30559 whole entry, looked up): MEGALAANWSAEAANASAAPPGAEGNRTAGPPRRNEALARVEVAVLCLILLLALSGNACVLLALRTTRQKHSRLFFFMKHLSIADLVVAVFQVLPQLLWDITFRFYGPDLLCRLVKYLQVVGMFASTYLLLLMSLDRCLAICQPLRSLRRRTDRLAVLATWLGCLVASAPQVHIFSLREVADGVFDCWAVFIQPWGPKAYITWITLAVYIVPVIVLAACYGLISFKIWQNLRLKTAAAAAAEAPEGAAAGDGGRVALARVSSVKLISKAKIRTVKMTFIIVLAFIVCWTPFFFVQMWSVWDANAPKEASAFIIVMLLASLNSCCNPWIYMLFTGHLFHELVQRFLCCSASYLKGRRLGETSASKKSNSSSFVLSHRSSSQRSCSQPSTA
#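 Assay system: CHO-OTR cells, human receptor / Also added: oxytocin at about EC15, sub-maximal agonist stimulus / Dosing: single dose, 3.0 µM nominal final compound concentration / Incubation: 6 min pre-incubation, 100 s read / Technique: Fluo-8 calcium dye fluorescence / Read-out: % activation vs EC15 and EC100 oxytocin / Benchmarks: EC15 oxytocin low, 75 nM oxytocin high / Replicates: singlicate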
# CHO parental Ca: counter-screen: ATP calcium response change in parental CHO cells; 330,000 compounds, 0.63% hits; inhibition, % at 5.6 µM; AID 463079; parental CHO-K1, ATP-induced calcium, Fluo-8 fluorescence;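 active = inhibition above that plate's mean sample inhibition plus 3 SD, cut at about 26% in these data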;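 also: 0% = ATP-challenged DMSO wells and 100% = DMSO wells without ATP; some compounds past the cut are filed as inactive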
#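 Measured by: calcium-sensitive Fluo-8 fluorescence / Test system: CHO parental line / Controls: ATP-challenged DMSO wells low, unchallenged DMSO wells high / Measure: % inhibition / Compound: single nominal dose of 5.6 µM per compound / Replicates: single well per compound, no replicates / Reagent: ATP as calcium-mobilizing challenge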
# CHRM1 antagonist: blocks human M1 muscarinic receptor. inhibition, % at 3 µM. 360,000 compounds, 1.3% hits. CHO-K1 hM1, Fluo-8 calcium fluorescence, ACh EC80 antagonist. P11229;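 active = percent inhibition above its own plate's cutoff, namely the mean of that plate's compound wells plus 3 SD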;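 also: peak over basal fluorescence ratio during 140 s after agonist addition; 0% = ACh EC80 plus DMSO and 100% = DMSO alone without agonist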
# CHO-K1 Ca antag: nonselective inhibitor or artifact in parental CHO-K1 cells; ATP-induced calcium, Fluo-8 fluorescence; 360,000 compounds, 0.6% hits; inhibition, % at 3 µM;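 active = inhibition above a per-plate cutoff, the plate's mean sample inhibition plus 3 SD, cut at about 24% in these data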;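 also: 0% = DMSO plus EC80 ATP and 100% = DMSO alone without ATP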
# CHRM1 PAM: human CHRM1 positive allosteric modulation | CHO-K1 hM1, Fluo-8 calcium fluorescence, ACh EC20; 0% = ACh EC20, 100% = maximal ACh | activation, % at 3 µM | 360,000 compounds, 0.088% hits | AID 588819; in the data active = activation above about 19%, passing the limit was not always enough
# CHRM4 agonist: CHRM4 agonism in calcium assay. P08173. CHO-K1 hM4/Gqi5, Fluo-8 calcium fluorescence; vehicle 0%, full acetylcholine response 100%. activation, % at 3 µM. 360,000 compounds, 0.14% hits. AID 624127;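 active = activation above the run mean over all test wells plus 3 SD, cut at about 32% in these data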;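 also: peak over basal fluorescence ratio per well then scaled between controls; 0% = DMSO wells and 100% = acetylcholine at EC100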
# Target sequence (P08173 whole entry, looked up): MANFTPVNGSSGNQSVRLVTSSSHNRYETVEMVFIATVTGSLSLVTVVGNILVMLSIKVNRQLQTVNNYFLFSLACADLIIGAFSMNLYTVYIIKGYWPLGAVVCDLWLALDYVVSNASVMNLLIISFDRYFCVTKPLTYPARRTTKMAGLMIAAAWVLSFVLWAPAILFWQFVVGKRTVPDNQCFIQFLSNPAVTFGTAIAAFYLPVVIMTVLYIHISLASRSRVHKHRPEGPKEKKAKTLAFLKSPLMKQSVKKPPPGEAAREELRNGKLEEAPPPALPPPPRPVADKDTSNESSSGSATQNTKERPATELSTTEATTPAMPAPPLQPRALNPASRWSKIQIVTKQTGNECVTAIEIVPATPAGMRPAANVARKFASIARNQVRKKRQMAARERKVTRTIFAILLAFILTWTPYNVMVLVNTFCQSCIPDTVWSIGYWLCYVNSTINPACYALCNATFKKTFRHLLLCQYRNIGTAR
# CHRM4 antagonist: blocks acetylcholine activation of human M4 receptor; P08173; CHO-hM4 cells, ACh EC80, Fluo-8 calcium fluorescence; inhibition, % at 3 µM; 360,000 compounds, 0.73% hits;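 active = inhibition above its plate's cutoff, the mean inhibition of sample wells plus 3 SD, cut at about 27% in these data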;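 also: 0% = acetylcholine EC80 with DMSO and 100% = DMSO without agonist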
# M1 ag: agonists of human M1 muscarinic receptor; 360,000 compounds, 0.33% hits; CHO-K1 hM1, Fluo-8 calcium fluorescence, agonist mode; 0% DMSO, 100% acetylcholine EC100; activation, % at 3 µM;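 active = activation above the run's mean compound activation plus 3 SD, cut at about 16% in these data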;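 also: peak over basal fluorescence ratio within a 140 s kinetic read after compound addition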
# The depositor's hits bear a star; nt = no result given.
SMILES,M1 ag parental,OXTR potentiate,CHO parental Ca,CHRM1 antagonist,CHO-K1 Ca antag,CHRM1 PAM,CHRM4 agonist,CHRM4 antagonist,M1 ag
CCCCS/C(=C(/C#N)C(N)=O)c1cc2c([nH]1)CCCC2,-0.3,-3,-23,25*,7,-25,-2,34*,-6
Cc1ccc(NC(=O)CCN2CCC(Cc3ccccc3)CC2)cc1,5.8,-7,-19,7,-4,-9,6,9,-9
CCOC(=O)c1ccc(NC(=O)C(=O)NCc2ccccn2)cc1,0.1,2,-5,-2,6,1,1,-1,-3
CC(C)c1ccc2oc(=O)cc(CN3CCN(c4ccccc4)CC3)c2c1,0.6,-2,-22,-20,-10,4,0,-2,-5
O=C1NCCC/C1=N/Nc1cc(F)ccc1F,2.8,-13,-4,-4,-2,1,2,1,-3
Cc1cccc(NC(=O)Cn2nnc(-c3ccc(CN4CCCC4)cc3)n2)c1C,-0.1,-9,-12,-7,-5,4,1,-3,-3
O=C(Cn1cnc2ccccc21)N1CCc2ccccc21,-0.3,-1,-9,0,28*,14,3,-7,2
COc1cccc(CN2CCN(C(=O)c3ccco3)CC2)c1OC,1.3,-12,0,-8,-2,8,0,4,-5
COc1ccc(CC(=O)OCC(=O)NC2CC2)cc1,0.2,-1,-1,20,8,-7,-1,5,-1
CC1(C)Cc2c(cnn2-c2ccccc2)C(NC(=O)CCc2ccncc2)C1 (stereo not given),-0.1,-7,-14,23,16,-6,1,4,-3
CC1CCCN(CCCNC(=O)C2CCN(S(=O)(=O)N3CCC4(CC3)OCCO4)CC2)C1 (stereo not given),0.5,-1,-3,1,-13,2,0,-1,-5
CC1CCc2sc(C(=O)OCC(=O)NC(N)=O)cc2C1 (stereo not given),0.7,1,-2,-25,-13,3,0,6,-3
N#CCCNc1c(Cl)cc(Cl)cc1C(=O)O,1.3,-4,2,-11,-12,17,1,2,-4
O=C(COC(=O)/C=C/c1ccc([N+](=O)[O-])cc1)NCc1ccc2c(c1)OCO2,0.4,-2,2,-10,-5,2,2,-17,-4
CCC1(O)c2ccccc2-c2ncccc21 (stereo not given),0.3,-2,-4,7,2,-7,0,12,-3

# An excerpt from the list above:
SMILES,M1 ag parental,OXTR potentiate,CHO parental Ca,CHRM1 antagonist,CHO-K1 Ca antag,CHRM1 PAM,CHRM4 agonist,CHRM4 antagonist,M1 ag
CC1CCc2sc(C(=O)OCC(=O)NC(N)=O)cc2C1 (stereo not given),0.7,1,-2,-25,-13,3,0,6,-3
N#CCCNc1c(Cl)cc(Cl)cc1C(=O)O,1.3,-4,2,-11,-12,17,1,2,-4
O=C(COC(=O)/C=C/c1ccc([N+](=O)[O-])cc1)NCc1ccc2c(c1)OCO2,0.4,-2,2,-10,-5,2,2,-17,-4
CCC1(O)c2ccccc2-c2ncccc21 (stereo not given),0.3,-2,-4,7,2,-7,0,12,-3

# (more compounds)
SMILES,M1 ag parental,OXTR potentiate,CHO parental Ca,CHRM1 antagonist,CHO-K1 Ca antag,CHRM1 PAM,CHRM4 agonist,CHRM4 antagonist,M1 ag
Cn1ccsc1=NC(=O)c1cccc(C#N)c1,0.8,-6,-3,-7,-10,5,1,0,-4
C=CCNc1nnc(Cc2ccc(C(C)C)cc2)c(=O)[nH]1,1.9,-9,-2,4,-3,0,4,2,-1
CC(C)(C)Nc1c([N+](=O)[O-])c(=O)sc2ccccc12,0.3,-17,3,-9,-1,12,1,-12,-3
Cc1[nH]c2ccccc2c1/C=N/NS(=O)(=O)c1ccccc1,1.1,-12,5,-1,1,-1,1,-4,-6
O=C(CN1CCN(C(C(=O)Nc2ccc(Cl)cc2C(F)(F)F)c2ccccc2)CC1)NC1CC1 (stereo not given),0.3,0,-21,-4,-9,3,1,-13,-3
COc1cccc(NC(=O)CN(C)C(=O)/C=C/c2cc(OC)ccc2OC)c1,0.7,-4,-16,8,-5,4,2,-6,-6
COc1cccc(SCC2CSc3nc4ccccc4c(=O)n32)c1 (stereo not given),0.6,-7,-7,1,-15,1,1,-9,-4
Cc1[nH]c(=O)[nH]c(=O)c1S(=O)(=O)N1CCCC(C(=O)N2CCC(Cc3ccccc3)CC2)C1 (stereo not given),0.9,-2,-7,-6,-6,3,1,-13,-6
Cc1ccc(C)c(N/N=C2\CCCNC2=O)c1,0.1,-3,4,-3,16,2,2,5,-9
CCc1ccc2c(CN3CCOCC3)cc(=O)oc2c1,0.1,2,3,-21,-15,19,1,2,-3
COc1ccccc1-c1cc(C(=O)N/N=C/c2cccs2)c2ccccc2n1,0.5,-12,-22,6,2,-3,2,4,-5
CCCSc1nc(N2CCCC2)c2c(c1C#N)CC(C)(C)OC2,-0.2,-9,-15,6,7,-2,0,4,-2
CC1CCCCC1NC(=O)Cn1nc(-c2ccccc2)ccc1=O (stereo not given),0.6,-1,-4,-2,-13,2,2,-4,-4
CC(C)CN(C(=O)CCCSc1nc2ccccc2[nH]1)c1c(N)n(Cc2ccccc2)c(=O)[nH]c1=O,0.1,3,-6,-8,4,11,13,-6,2
COc1ccc([N+](=O)[O-])cc1N(CC(=O)NCc1ccco1)S(C)(=O)=O,0.2,-15,-7,-2,-3,-1,0,-4,-7
CCn1cnc2c(cnn2-c2ccccc2)c1=O,1.2,-6,0,-30,-11,6,1,-3,-4
COc1ccccc1N(Cc1cc(=O)[nH]c2ccccc12)C(=O)c1ccccc1,3.6,-6,-21,-4,-12,-1,9,-19,-3
Nc1c(C(=O)CSc2nnc(-c3ccccc3)o2)c(=O)[nH]c(=O)n1C1CC1,0.1,0,-17,-2,-8,6,0,1,-1
Cc1ccc(CN2CCCNC2=O)cc1,1.4,-5,-9,-8,-17,10,0,7,-3
c1ccc(Cn2cc(CNc3ccccc3)nn2)cc1,0.6,-4,-18,4,11,5,-1,4,-6
CC1=C(N2CCN(c3ncccn3)CC2)CCC1=O,0.6,-5,2,-9,-13,14,3,-5,-3
Cc1cc(NC(=O)Cn2cnc3c(nnn3-c3ccc(C)c(Cl)c3)c2=O)no1,-0.3,-1,-2,-1,6,4,1,5,-2
CCC(C)NC(=O)/C=C/c1cccs1 (stereo not given),0.2,6,-4,-12,-10,8,0,2,-5
COc1ccc(NC(=O)Nc2ccccc2SC)cc1OC,0.7,-8,-16,-8,-5,2,3,0,-6
CCc1ccc(-c2cc(C(=O)NN3CCN(C)CC3)c3ccccc3n2)cc1,2.0,-11,-18,-5,-2,12,8,-1,-1
O=C(Nc1ccc([N+](=O)[O-])cc1)Nc1ccc(OC(F)F)c(Cl)c1,32*,-11,100*,40*,25*,-15,11,17,1
COCCN1C=C(C(=O)OC)C(c2ccccc2C(F)(F)F)C(C(=O)OC)=C1,0.3,-5,-4,-29,-2,5,1,8,-4
O=C(CC1Sc2ccccc2NC1=O)NNC(=O)Nc1ccc(Cl)cc1 (stereo not given),1.1,8,-11,-12,-6,7,2,5,-2
Cc1cccc(NC(=O)CSCC(=O)N(C)CC(=O)Nc2cccc(F)c2)c1,0.2,-4,-21,-7,-3,1,2,7,-1
CCCc1cc(N2CCOCC2)n2ncc(-c3ccccc3)c2n1,-0.4,nt,nt,-3,-11,6,-1,-11,-1
CC1CC(C)(C)NC(=S)S1 (stereo not given),0.6,-4,3,-22,-8,4,0,11,-2
COc1ccccc1N(CC(=O)NCc1ccccc1)C(=O)CCC(=O)Nc1nccs1,1.2,-2,-10,-18,-12,14,1,2,1
O=C(CN1CCCCCC1)Nc1ccc(Br)cn1,0.6,-4,-18,-19,-5,14,0,-5,-6
O=C(c1cc(C2CC2)nn1-c1ccccc1)N1CCN(c2ncc(C(F)(F)F)cc2Cl)CC1,0.5,-8,-8,11,-21,-13,-2,-4,-8
CCO[C@@H]1OC(C(=O)N2CCOCC2)=C[C@H](c2cn(C(C)=O)c3ccccc23)[C@H]1CCCO,0.0,-7,-15,13,5,-7,2,9,-3
O=C(Nc1ccon1)c1ccc(Br)s1,1.4,-12,0,-14,-3,6,2,-1,-1
C[C@H]1NC(=O)[C@]2(C)[C@@H](c3ccccc3)[C@H]3COc4ccccc4[C@H]3N2C1=O,0.0,nt,nt,-9,1,15,1,-17,3
O=C1OCC(O)=C1Cc1ccccc1,1.4,nt,nt,-5,-18,-3,10,-5,-1
N#Cc1c2n(c3c(-c4ccccc4)ncnc13)CCC2,0.8,-8,-12,-2,-9,1,2,6,-8
CNc1cc(N2CCCC2)ccc1[N+](=O)[O-],0.3,-4,-2,-3,-15,-2,1,7,-4
CC1(C)Cc2c(c(N3CCOCC3)nc3sc4c(NCc5ccco5)nnnc4c23)CS1,0.7,2,-4,3,3,0,0,-1,-5
O=C(Nc1ccc(Br)cc1)C1CCN(C(=O)c2ccc(F)cc2)CC1,3.4,-16,-12,-16,-6,10,8,-5,-2
CCCCn1c(-c2cccnc2)n[nH]c1=S,-0.3,5,3,-12,10,12,1,-8,-7
Cc1ccc(S(=O)(=O)NCC2CCC(C(=O)NCc3ccccn3)CC2)cc1 (stereo not given),0.9,-7,9,-12,-10,10,2,5,-6
COc1cccc(OCC(O)CNC2CCCC2)c1 (stereo not given),0.1,1,-19,-17,4,12,1,7,-5
O=C(CN1CCCCC1)Nc1ccccc1-c1ccccc1,-1.1,-7,-27,101*,-20,-34,-1,68*,-12
N=c1c(S(=O)(=O)c2ccc(Cl)cc2)cc2c(=O)n3ccccc3nc2n1C1CCCCC1,-0.1,-3,-25,-11,2,10,0,5,-2
Nc1ccccc1S(N)(=O)=O,0.3,3,-13,-18,9,-2,3,9,-3
Cc1ccc(S(=O)(=O)N2CCN(c3nccnc3C#N)CC2)cc1,0.6,-10,-15,-10,4,15,3,3,2
CCCCc1c(-c2ccccc2OC)ncn1CCc1cccc(Cl)c1,6.1,nt,nt,nt,-3,nt,10,7,nt
CCCn1c2c(c(O)c(C(=O)NC)c1=O)CCCC2,0.8,4,-7,-3,-9,6,1,-2,-3
COc1ccc([N+](=O)[O-])cc1N(CC(O)CN1C(=O)NC(C)(C)C1=O)S(=O)(=O)c1ccc(C)cc1 (stereo not given),0.4,nt,nt,-17,-6,6,1,-14,-1
Cc1cc(N2CCOCC2)nc2ccc(NC(=O)CCC(=O)N3CCCCC3)cc12,0.5,-15,-13,-4,-2,5,2,3,-7
Cc1c(C)c2c(OCC(=O)N3CCC(O)CC3)cc3c(c2oc1=O)CCC(C)(C)O3,1.0,-2,-14,5,3,-4,2,-15,-4
CCN(c1ccccc1)S(=O)(=O)c1ccc(OC)c(NC(=O)C2CC(=O)N(Cc3ccccc3)C2)c1 (stereo not given),3.9,-3,-22,3,-6,-3,12,-5,-3
CCN(CC)S(=O)(=O)c1ccc(O)c(NS(=O)(=O)c2ccccc2F)c1,1.0,-8,0,-5,-3,4,2,-6,-3
COC(=O)c1ccc(Oc2nc(Nc3ccccc3)nc(N(C)C)n2)cc1,0.9,-5,-25,8,2,-4,-1,-11,-7
CC(C)CCc1noc(CN(C)CCC2CCOCC2)n1,0.0,1,-2,-8,-3,7,1,1,-4
Cc1cccc(NC(=O)CNC(=O)c2ccc3nc[nH]c3c2)c1C,0.0,-8,0,2,11,9,0,-19,-1
